Assay outcomes (PubChem BioAssay)
GAA glycogen = qHTS Assay for Inhibitors and Activators of Human alpha-Glucosidase Cleavage of Glycogen; Lysosomal alpha-glucosidase (Homo sapiens), P10253; recombinant GAA, glycogen substrate, Amplex Red glucose oxidase fluorescence; Potency, µM (highest dose often 76.4 µM), without a hit: at the top dose activity change, negative = inhibition, hits mostly inhibitors; actives 0.38% (n = 300,000); active = well fitted inhibition curve with a large enough effect; inconclusive = small, poorly fitted or top-dose-only effect, or another doubt; inactive = no such curve, though single readings can be large or run the other way;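 note: 0% = full enzyme reaction and -100% = no-enzyme basal signal; the screen sought inhibitors and activators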
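Recombinant human enzyme (4 nM); glycogen substrate; 37 C, 40 min, pH 5.0. Readout: coupled glucose oxidase/Amplex Red fluorescence.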
The depositor's hits bear a star; ? = inconclusive; & = joins results of further samples; [ ] = another dose, or the depositor's remark. Potency is the fitted concentration of half-maximal effect. Only part of the results is shown, so the mix of outcomes need not match the whole.

GAA glycogen | structure
-9%[76.3 µM] | O=C(CCc1cn(Cc2ccccc2F)c2ccccc12)NCc1ccc(Cl)cc1
-11%[76.3 µM] | COc1ccc(NC(=O)C2CCN(c3ccc(Sc4ccc(C)cc4)nn3)CC2)c(OC)c1
2% | CN(CC(=O)Nc1ccc2c(c1)OCCO2)S(=O)(=O)c1ccc(F)cc1
6%[76.3 µM] | CCC(C)Sc1nnc(NS(=O)(=O)Cc2ccccc2)s1 (stereo not drawn)
-3% | O=C(Nc1ccc2ccccc2n1)Nc1ccccc1F
10%[76.3 µM] | O=C(NNC(=O)c1ccc(F)cc1)c1ccncc1
11%[76.3 µM] | CCCN(C(=O)c1cc2c(s1)-c1c(C)cccc1OC2)c1ccc(OCC)cc1
5%[76.3 µM] | C=Cc1ccc(C(=O)N2CCCC(CCC(=O)N3CCN(c4ccccn4)CC3)C2)cc1 (stereo not drawn)
0%[76.3 µM] | COc1ccccc1NC(=O)c1c(NC(=O)Cc2ccccc2)sc2c1CCC(C(C)(C)C)C2 (stereo not drawn)
2% | O=S(=O)(/N=C(/c1ccccc1)N1CCOCC1)c1ccc(F)cc1
-1% | COC(=O)c1ccccc1NC(=O)C1(S(=O)(=O)c2ccc(Cl)cc2)CC1
-8%[76.3 µM] | O=C(O)c1cccc(NC(=O)c2cccc(S(=O)(=O)Nc3cccc([N+](=O)[O-])c3)c2)c1
-5%[76.3 µM] | COc1cccc(NC(=O)c2oc3ccccc3c2NC(=O)C2CCCCC2)c1
-12%[76.3 µM] | COc1ccc(-c2oc3ccc(-c4ccc(OC)nc4)cc3c2C#CC2(O)CCCCC2)cc1
-9%[76.3 µM] | CCCCCc1ccc(-c2cn(CCCOCc3ccccc3)nn2)cc1
-2% | Cc1ccc([N+](=O)[O-])cc1N=C1C(=O)Nc2ccccc21
-8% | COc1ccc(Nc2nc(-c3ccccc3O)nc3ccccc23)cc1
5% | O=C(NC1CCCC1)C(c1ccncc1)N(C(=O)Cc1cccs1)c1cccc(F)c1 (stereo not drawn)
-8% | O=C(Cc1ccccc1)NCC(=O)N1CCc2ccccc2C1
-27%[76.3 µM] | CCCn1cc(S(=O)(=O)c2ccc(OC)cc2)c(=O)c2cc(F)c(N3CCCCCC3)cc21
0% | Cc1sc2ncn(CC(=O)NCCCC(=O)N3CCC(C)CC3)c(=O)c2c1C
9%[76.3 µM] | COc1ccc(-c2cc(C(F)(F)F)nc(SCC(=O)N3CCC(C)CC3)n2)cc1
-2%[76.3 µM] | CCCN1CCN(C(=O)c2ccc(CS(=O)c3ccc(F)cc3)o2)CC1 (stereo not drawn)
1%[76.3 µM] | COc1ccccc1CNS(=O)(=O)c1c(C)[nH]c(C)c1C(=O)N1CCCC1

Ordered by number of heavy atoms (highest first): 11 of the compounds above.
GAA glycogen | structure
-12%[76.3 µM] | COc1ccc(-c2oc3ccc(-c4ccc(OC)nc4)cc3c2C#CC2(O)CCCCC2)cc1
-27%[76.3 µM] | CCCn1cc(S(=O)(=O)c2ccc(OC)cc2)c(=O)c2cc(F)c(N3CCCCCC3)cc21
5%[76.3 µM] | C=Cc1ccc(C(=O)N2CCCC(CCC(=O)N3CCN(c4ccccn4)CC3)C2)cc1 (stereo not drawn)
5% | O=C(NC1CCCC1)C(c1ccncc1)N(C(=O)Cc1cccs1)c1cccc(F)c1 (stereo not drawn)
-5%[76.3 µM] | COc1cccc(NC(=O)c2oc3ccccc3c2NC(=O)C2CCCCC2)c1
0% | Cc1sc2ncn(CC(=O)NCCCC(=O)N3CCC(C)CC3)c(=O)c2c1C
1%[76.3 µM] | COc1ccccc1CNS(=O)(=O)c1c(C)[nH]c(C)c1C(=O)N1CCCC1
-2%[76.3 µM] | CCCN1CCN(C(=O)c2ccc(CS(=O)c3ccc(F)cc3)o2)CC1 (stereo not drawn)
2% | O=S(=O)(/N=C(/c1ccccc1)N1CCOCC1)c1ccc(F)cc1
-8% | O=C(Cc1ccccc1)NCC(=O)N1CCc2ccccc2C1
-2% | Cc1ccc([N+](=O)[O-])cc1N=C1C(=O)Nc2ccccc21

New compounds follow
GAA glycogen | structure
17%[76.3 µM] | O=C(CSc1cn(CC(=O)N2CCCCC2)c2ccccc12)NCc1ccc(F)cc1
-13%[76.3 µM] | Cc1ccc2oc(-c3ccc(C)c(NC(=O)c4ccc(-c5ccccc5[N+](=O)[O-])o4)c3)nc2c1
12%[76.3 µM] | CCN(CC)C(=O)c1ccc(Nc2nnc(-c3ccc(C)c(S(=O)(=O)NC)c3)c3ccccc23)cc1
-6%[76.3 µM] | CN(C)Cc1c(O)ccc2c(=O)c(-c3ccccc3Cl)c(C(F)(F)F)oc12
-2%[76.3 µM] | COc1cc(/C=C2\SC(N)=NC2=O)cc(Cl)c1O
-8% | Cc1c(NC(=O)c2cc(-c3ccc(Br)cc3)on2)c(=O)n(-c2ccccc2)n1C
0%[76.3 µM] | O=C(CC(=O)N/N=C/c1c(F)cccc1Cl)NCCc1ccccc1
4%[76.3 µM] | COc1ccc(NC(=O)C(CC(C)C)NC(=O)C2CCCCC2)cc1 (stereo not drawn)
1%[76.3 µM] | CCN(CC)S(=O)(=O)c1ccc(NC(=O)c2nn(C)c3c2CSc2ccccc2-3)cc1
-6%[76.3 µM] | CCOc1cccc(C2c3c(oc4cc(C)c(C)cc4c3=O)C(=O)N2c2nc(C)c(C)s2)c1 (stereo not drawn)
-6%[76.3 µM] | COc1ccc(N(C(=O)c2ccncc2)S(=O)(=O)c2ccc(OC)c(OC)c2)cc1
-2% | Cc1nc(NCCc2ccccc2)sc1C(=O)N(C)C
-1% | O=C(NC1CCCC1)C(c1cccnc1)N(C(=O)c1csnn1)c1ccc(F)cc1 (stereo not drawn)
-13%[76.3 µM] | CCOC(=O)c1cccc(NC(=O)CCS(=O)(=O)c2ccc3c(c2)CCN3C(=O)CC)c1
-9%[76.3 µM] | COC(=O)Cc1c(C)c2cc3c(c(C)c2oc1=O)OCN(CCc1ccc(OC)cc1)C3
0% | CC1CCN(C(=O)c2ccc(S(=O)(=O)NCc3ccco3)cc2)CC1
3%[76.3 µM] | COc1ccc(NC(=O)COCC(=O)Nc2ccc(C)cc2)cc1
-2% | Cc1cc([N+](=O)[O-])nn1CC(=O)NCCCN1CCOCC1
-12% | O=[N+]([O-])c1cccnc1Oc1ccc(OCc2ccccc2)cc1
-8% | O=C(NC1CCCCNC1=O)c1ccco1 (stereo not drawn)
2%[76.3 µM] | C=CCc1cccc(CNc2nc3ccccc3n2C)c1O
1%[76.3 µM] | CS(=O)(=O)Nc1cccc(C2=NN(C(=O)c3ccco3)C(c3cccs3)C2)c1 (stereo not drawn)
-13% | Cc1ccc(C)c(Cn2nc(-c3ccccc3)ccc2=O)c1
-1%[76.3 µM] | Cc1cccn2c3c(c(=O)nc12)C(c1cccc(F)c1)CC(=O)N3 (stereo not drawn)

Part of the list above in order of molecular weight, falling:
GAA glycogen | structure
-9%[76.3 µM] | COC(=O)Cc1c(C)c2cc3c(c(C)c2oc1=O)OCN(CCc1ccc(OC)cc1)C3
3%[76.3 µM] | COc1ccc(NC(=O)COCC(=O)Nc2ccc(C)cc2)cc1
-12% | O=[N+]([O-])c1cccnc1Oc1ccc(OCc2ccccc2)cc1

Following part.
GAA glycogen | structure
19%[76.3 µM] | CCc1ccc(NC(=O)Cn2nnc(C(=O)NCc3ccco3)c2N)cc1
-4%&13%[76.3 µM] | COc1ccc(NC(=O)c2ccco2)cc1NC(=O)COc1ccccc1
11%[76.3 µM] | O=C(CC1CC2CCC1C2)NCCc1ccc(Cl)cc1 (stereo not drawn)
0%[76.3 µM] | Cc1ccc(Cn2c(C(=O)Nc3cccc(Cl)c3)cc3sccc32)cc1
-7% | O=C(O)COCC(=O)N1CCCN(c2ccc(C(F)(F)F)cn2)CC1
1% | O=C(O)Cn1c(=O)c(F)cn(C2CCCO2)c1=O (stereo not drawn)
7%[76.3 µM] | Cc1sc2ncn(CC(=O)N3CCN(c4ccccc4)CC3)c(=O)c2c1S(=O)(=O)N1CCOCC1
1%[76.3 µM] | CC1CC(C)CN(C(=O)c2ccc(S(=O)(=O)N3CCCC3)cc2)C1 (stereo not drawn)
1%[76.3 µM] | CCOc1ccccc1NC(=S)NC(=O)C1CCCCC1
? | COc1ccccc1CNc1ncnc2c1nc1n2CCCC1
-3%[76.3 µM] | O=C(CSc1ccc([N+](=O)[O-])cn1)Nc1cc(C(F)(F)F)ccc1N1CCOCC1
-12%[76.3 µM] | CCn1cc(S(=O)(=O)c2cccc(C)c2)c(=O)c2cc(F)c(N3CCCCC3C)cc21 (stereo not drawn)
-14% | Cc1ccc(C(=O)CNc2ccccc2)cc1
6%[76.3 µM] | CCC(C(=O)NCCc1ccc(SC)cc1)n1nc(C)c2sc3ccccc3c2c1=O (stereo not drawn)
-1% | Cc1c(CC(=O)N[C@@H](CCCNC(N)=O)C(=O)O)c(=O)oc2cc3oc4c(c3cc12)CCCC4
0%[76.3 µM] | COCCCNC(=O)c1ccc(Cn2c(=O)c3ccccc3n(CC(=O)Nc3c(C)cccc3C)c2=O)cc1
-6%[76.3 µM] | COc1cc(CNn2c(C)n[nH]c2=S)cc(Cl)c1OCC(=O)NC(C)(C)C
-4%[76.3 µM] | CC1CCCCN1S(=O)(=O)c1cccc2nonc12 (stereo not drawn)
0%[76.3 µM] | CCOc1ccc(NC(=O)CCC(=O)N/N=C(\C)c2cccs2)cc1
-4%[76.3 µM] | O=C(Nc1c(-c2ccccc2)nc2ccccn12)c1ccc(Br)cc1
3%[76.3 µM] | CC(C)(C)c1ccc(C(=O)COC(=O)CN2C(=O)NC3(CCCC3)C2=O)cc1
-11%[76.3 µM] | CCC(=O)N1CCc2cc(S(=O)(=O)NC(C(=O)NCCc3cccc(C)c3)C(C)C)ccc21 (stereo not drawn)
14%[76.3 µM] | COC(=O)c1ccccc1NC(=O)CCCS(=O)(=O)c1nc(-c2ccccc2OC)cc(C(F)(F)F)n1
6%[76.3 µM] | COc1cc(C)ccc1OCCSc1nc2ccc(NC(C)=O)cc2s1
0%[76.3 µM] | CCn1c(SCC(=O)Nc2cccc(NC(C)=O)c2)nc2c([nH]c3ccccc32)c1=O
-2% | COc1ccccc1-c1noc(CCCC(=O)NC2CCCCC2)n1
-1% | CN(C)C(=O)CN1c2cccc3cccc(c23)S1(=O)=O
2%[76.3 µM] | CCC(NC(=O)c1cc(COc2ccc(OC)cc2Cl)on1)c1ccncc1 (stereo not drawn)
0%[76.3 µM] | COc1cc(OC)cc(C(=O)Nc2nnc(SCC(=O)NCC3CCCO3)s2)c1 (stereo not drawn)
-9%[76.3 µM] | Cc1cc2nn(-c3ccc(F)cc3)nc2cc1NC(=O)c1cccc2ccccc12
24%[76.3 µM] | CC(C)[C@H]1COCCS(=O)(=O)N1Cc1ccc(Cl)cc1
0%[76.3 µM] | CC(OC(=O)CC1Sc2ccccc2NC1=O)C(=O)NC1CCCC1 (stereo not drawn)
-9%[76.3 µM] | Cn1c(=O)[nH]c(=O)c2c1nc(NCCc1ccccc1)n2Cc1ccc(F)cc1
-5%[76.3 µM] | CN(CC1CCOCC1)C(=O)CC1C(=O)NCCN1CC(c1ccccc1)c1ccccc1 (stereo not drawn)
12%[76.3 µM] | CCOc1ccc(C(=O)c2cn(Cc3ccccc3OC)c3ccc(F)cc3c2=O)cc1
2% | Cc1cccc2c(C(=O)N3CCCCC3)cc(-c3ccccc3)nc12
-2%[76.3 µM] | CCOC(=O)C1CCCN(S(=O)(=O)c2ccc3c4c2CC(=O)N4CC(C)S3)C1 (stereo not drawn)
-12%[76.3 µM] | CC1=C(C(N)=O)C(c2cccc(C)c2)n2nc(-c3cccc(C)c3)nc2N1 (stereo not drawn)
0%[76.3 µM] | Cc1cc(NS(=O)(=O)c2ccc(NC(=O)COc3ccccc3C(C)(C)C)cc2)no1
-3%[76.3 µM] | COc1cccc(CC(=O)Nc2nc(-c3ccc(OC)c(OC)c3)cs2)c1
-1%[76.3 µM] | Cc1ccc(NC2CCCN(C(=O)c3ccccc3N3CCOCC3)C2)cc1C (stereo not drawn)
0%[76.3 µM] | COc1ccc(C(C)(C)C)cc1NC(=O)c1ccc2ncsc2c1
-2%[76.3 µM] | CCC(=O)N1CCc2cc(S(=O)(=O)NC(C(=O)NCCc3ccc(OC)c(OC)c3)C(C)C)ccc21 (stereo not drawn)
-8%[76.3 µM] | COc1cc(C(=O)NCC(=O)NC(C)CCc2ccccc2)cc(OC)c1OC (stereo not drawn)
7% | Cc1cccc(N(CC(=O)NC2CCCCC2)C(=O)CCCC(=O)Nc2ccccn2)c1C
0%[76.3 µM] | CCN(CC(=O)NCCc1ccc(S(N)(=O)=O)cc1)Cc1ccccc1
2% | Cn1c(/C=C/c2ccc(Br)cc2)nc2ccccc2c1=O
-4%[76.3 µM] | O=C(Nc1ccnn1C1CCN(Cc2ccccc2)CC1)c1ccccc1Cl
-2%[76.3 µM] | Cc1cc(CNC(=O)c2cccc(OC3CCN(S(=O)(=O)N(C)C)CC3)c2)on1
-10%[76.3 µM] | COc1cc(/C(C)=C/c2ccccc2)c2c(c1)oc1ccccc12
15%[76.3 µM] | Cc1cccc(NC(=O)CN(C)S(=O)(=O)c2ccc3c(c2)c(=O)n(C)c(=O)n3C)c1
0%[76.3 µM] | COC(=O)C1=CN(c2ccc(Cl)cc2)C=C(C(=O)OC)C1c1ccc([N+](=O)[O-])cc1
-10%[76.3 µM] | CCc1ccc(N2CC(C(=O)N3CCCCCC3)CC2=O)cc1 (stereo not drawn)
0% | CC(NC(=O)c1ccc(CS(C)(=O)=O)cc1)c1ccc(-c2ccccc2)cc1 (stereo not drawn)
16%[76.3 µM] | Cc1ccc(N=Nc2ccc3ccccc3c2O)cc1
8%[76.3 µM] | CC1CN(C(=O)CCC(=O)Nc2cc(F)ccc2F)c2ccccc2S1 (stereo not drawn)
6% | O=C(O)CN1C(=O)C(=O)N(Cc2cccc(F)c2)C1=O
